core dimer inh: inhibitors of HCV core protein dimerization, primary screen, biochemical, TR-FRET, high-throughput; TR-FRET GST/Flag-core106 dimerization, 1536-well; inhibition, % at 5 µM; 300,000 tested, 0.33% active;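 active = inhibition above the mean of all tested compounds plus 3 SD, set per screening campaign, cut at about 45% in these data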
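Assay system – GST-tagged and Flag-tagged HCV core protein residues 1-106 · Quantity – core106 proteins, GST 13.5 nM and Flag 17 nM · Benchmarks – unlabelled core106 and no-GST-core106 wells · Read-out basis – percent inhibition of core106 dimerization signal · Detection – time-resolved FRET, ex 340 nm, em 617 and 671 nm · Schedule – 4 h at 22.5 °C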
TPT1 inh: Candida albicans TPT1 enzyme inhibitors, primary screen, biochemical, fluorescence polarization. inhibition, % at 5 µM. 300,000 tested, 0.81% active. recombinant caTPT1, FP RNA substrate dephosphorylation. tRNA 2'-phosphotransferase TPT1 (Candida albicans SC5314). AID 1962, 2009;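 active = inhibition above the mean of all tested compounds plus 3 SD, set per screening campaign, cut at about 24% in these data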;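 also: plate controls were DMSO alone for no effect and ferristatin control at 100 nM for full effect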
PP1 counter: PP1-alpha phosphatase inhibitors, primary screen, counter-screen for PP5 inhibitor project, biochemical, fluorescence, OMFP substrate, single point. purified PP1alpha. inhibition, % at 6.7 µM. 320,000 tested, 0.9% active. AID 2235, 2010;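 active = inhibition above the mean inhibition of all tested compounds plus 3 SD, computed separately for each screening campaign, cut at about 15% in these data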
PREPL inh: PREPL enzyme inhibitors, primary screen, biochemical, fluorescence polarization; recombinant PREPL, fluorescence polarization activity-based probe; inhibition, % at 5.96 µM; 320,000 tested, 0.68% active; AID 2751, 2010; in the data active = inhibition above about 43%;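 also: 0% = enzyme with DMSO and 100% = wells lacking enzyme; many of its hits are not listed in these tables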
Target sequence (Q4J6C6 whole entry, looked up): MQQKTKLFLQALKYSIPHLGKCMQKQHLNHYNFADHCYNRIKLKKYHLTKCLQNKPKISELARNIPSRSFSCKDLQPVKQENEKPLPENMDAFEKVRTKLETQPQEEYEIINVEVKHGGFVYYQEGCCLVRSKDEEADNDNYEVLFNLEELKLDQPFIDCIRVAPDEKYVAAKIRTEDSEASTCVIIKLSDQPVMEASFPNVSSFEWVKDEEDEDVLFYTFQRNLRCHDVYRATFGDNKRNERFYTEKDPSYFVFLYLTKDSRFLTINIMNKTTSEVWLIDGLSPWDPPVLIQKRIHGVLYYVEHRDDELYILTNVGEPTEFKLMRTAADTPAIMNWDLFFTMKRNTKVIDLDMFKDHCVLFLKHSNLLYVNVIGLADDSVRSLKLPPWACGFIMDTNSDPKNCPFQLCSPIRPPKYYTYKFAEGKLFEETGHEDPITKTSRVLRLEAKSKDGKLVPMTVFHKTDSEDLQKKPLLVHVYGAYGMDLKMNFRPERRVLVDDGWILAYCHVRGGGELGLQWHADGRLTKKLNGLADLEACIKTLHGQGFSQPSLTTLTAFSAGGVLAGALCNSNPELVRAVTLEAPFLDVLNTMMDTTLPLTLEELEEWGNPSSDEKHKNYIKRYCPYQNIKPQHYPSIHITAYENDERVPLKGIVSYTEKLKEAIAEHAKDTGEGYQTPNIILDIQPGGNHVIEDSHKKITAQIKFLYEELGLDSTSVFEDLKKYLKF
JMJD2C inh: inhibitors of GASC-1 histone demethylase, primary screen, biochemical, fluorescence, DELFIA europium; AID 2099, 2009; 330,000 tested, 0.069% active; GST-JMJD2C(1-420) H3K9me3 demethylation; Lysine-specific demethylase 4C (Homo sapiens), Q9H3R0; inhibition, % at 2.35 µM;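 active = more than half of a compound's replicate wells show inhibition beyond 50%, single wells judged on their own value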;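 also: signal counts dimethyl H3K9 product captured on neutravidin plate; 0% = median of DMSO wells and 100% = 0.3 times that DMSO median; strong numbers were not always called active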
PP5 inh: PP5 phosphatase inhibitors, primary screen, biochemical, fluorescence; AID 1987, 2009; Serine/threonine-protein phosphatase 5 (Homo sapiens), P53041; purified PP5c, OMFP substrate fluorescence; inhibition, % at 6.7 µM; 320,000 tested, 0.18% active;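 active = inhibition above the campaign's mean inhibition across all tested compounds plus 3 SD, cut at about 9.5% in these data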;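 also: 0% = DMSO only and 100% = 100 µM cantharidin control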
LYPLA2 counter: LYPLA2 inhibitors, primary screen, counter-screen for PME1 inhibitor project, biochemical, fluorescence polarization, FP-Rh probe ABPP; inhibition, % at 5.9 µM; recombinant LYPLA2; AID 2177, 2009; 320,000 tested, 0.38% active; Acyl-protein thioesterase 2 (Homo sapiens), O95372;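 active = inhibition above the screen-wide mean plus 3 SD, limit set per campaign, cut at about 26% in these data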;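 also: 0% = LYPLA2 with DMSO and 100% = wells lacking LYPLA2 enzyme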
Target sequence (O95372 whole entry, looked up): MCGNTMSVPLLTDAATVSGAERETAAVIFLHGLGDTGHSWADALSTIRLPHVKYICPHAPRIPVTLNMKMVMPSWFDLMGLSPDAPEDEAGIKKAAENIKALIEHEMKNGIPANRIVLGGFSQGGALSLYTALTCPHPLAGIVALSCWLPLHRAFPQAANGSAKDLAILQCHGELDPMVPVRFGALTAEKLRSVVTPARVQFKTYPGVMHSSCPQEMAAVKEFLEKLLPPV
CTSL1 counter: Fasciola hepatica cathepsin L1 inhibitors, primary screen, counter-screen for PFM18AAP inhibitor project, biochemical, QFRET, fluorogenic peptide substrate | 300,000 tested, 0.49% active | recombinant F. hepatica cathepsin L1, Z-Leu-Arg-MCA fluorescence | AID 1906, 2009 | inhibition, % at 5.96 µM;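 active = inhibition above the mean of all tested compounds plus 3 SD, set per screening campaign, cut at about 17% in these data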;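 also: 0% = plate median of test compound wells and 100% = 1 µM Z-Phe-Ala-diazomethylketone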
Efflux pump mplx: inhibitors of Candida efflux pumps in yeast, primary screen, S. cerevisiae, Nile Red, multiplex; S. cerevisiae Candida pump triplex; AID 485275, 2010; inhibition, % at 10 µM; 330,000 tested, 0.44% active;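 active = plate passing quality check with inhibition over a set limit, or well fluorescence over plate mean plus 4 SD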;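 also: Nile Red retained in pooled yeast measured as flow cytometry median fluorescence; 0% = buffer negative control and 100% = Enniatin B positive control; higher means more Nile Red kept so more efflux inhibition; some compounds called inactive have numbers as strong as hits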
The depositor's hits bear a star; x = no result given.

structure	PREPL inh	JMJD2C inh	LYPLA2 counter	PP5 inh	CTSL1 counter	Efflux pump mplx	TPT1 inh	core dimer inh	PP1 counter
COc1ccc(S(=O)(=O)N(CCc2ccccc2)CC(=O)N2CCOCC2)cc1	-10	-3	3	-0.8	-2	-0.1	-1	3	2
CCc1cccc(NC(=O)C2CCN(S(=O)(=O)c3c(C)noc3C)CC2)c1	-5	3	2	1.5	0	0.1	-11	-4	-2
CCOc1ccc(/C=N/NC(=O)c2nnn(-c3nonc3N)c2-c2ccc(OCC)cc2)cc1	-4	5	-4	5.2	0	0.2	-4	20	6
CCc1cc(=O)[nH]c(-n2[nH]c(-c3ccccc3)cc2=O)n1	57*	-20	1	-1.3	0	-0.3	4	-2	-1
COCCn1c(=NC(=O)c2ccc(S(=O)(=O)N3CCc4ccccc4C3)cc2)sc2cc(S(N)(=O)=O)ccc21	-61	-1	-70	0.0	2	-2.4	-2	28	5
C#CCn1c(=NC(=O)c2ccc(Cl)s2)sc2cccc(OC)c21	-8	-4	-6	3.1	2	0.0	0	-108	3
Cn1nc(C(=O)NCCc2ccc(S(N)(=O)=O)cc2)c2ccccc2c1=O	-1	5	1	1.1	-2	-0.1	1	-2	3
CN(C)c1ccc(CNC(=O)C2CCC(CNc3c(N4CCCCC4)c(=O)c3=O)CC2)cc1 (configuration not stated)	22	-6	-4	1.1	3	0.1	0	-2	-4
CCOC(=O)c1cc(CC)sc1NC(=O)c1cc(OC)c(OC)c(OC)c1	15	116	2	2.6	4	-0.1	-1	0	-4
COc1ccc(C2C(C#N)=C(N)OC3=C2C(=O)CCC3)cc1Cn1cc([N+](=O)[O-])cn1 (configuration not stated)	1	-2	-6	0.1	-3	-0.1	-1	22	-5
COc1ccc(Cl)c2sc(NC(=O)C3=COCCO3)nc12	0	15	2	-0.2	7	0.0	2	1	-2
CC(=O)N1CCOc2ccc(S(=O)(=O)NCc3ccc(Cl)cc3)cc21	4	-3	1	2.2	-3	0.5	0	4	-2
CC(C)C[C@@H](CSc1ccccc1)N1CCN(CC(C)C)CCC1=O	-20	6	-5	1.8	5	0.1	-3	9	-2
Cc1ccc(N2CC(C(=O)N3CCOCC3)CC2=O)cc1C (configuration not stated)	12	-23	-4	-0.8	0	0.0	2	-8	-4
OC1CCN(C(=S)Nc2ccc(Oc3ccccc3)cc2)CC1	20	-2	0	4.5	-4	0.1	0	5	-3
CCC(C(=O)OCC(=O)Nc1cc(OC)ccc1OC)c1ccccc1 (configuration not stated)	6	5	4	3.9	-9	0.0	-5	7	5
COC(=O)c1cn(C(=O)c2cccc(C)c2)c2ccccc12	1	2	-3	0.1	1	-0.1	1	2	1
COCCCNC(=S)Nc1c(C)cc(C)cc1C	1	-16	-4	1.3	-3	0.2	3	0	-5
O=C(O)c1ccc(N2C(=O)CC(SC(=NCc3ccc4c(c3)OCO4)Nc3ccc(F)cc3)C2=O)cc1 (configuration not stated)	-7	6	6	5.7	6	0.0	-3	19	12
O=c1c2ccccc2nc(-c2ccc(Cl)cc2Cl)n1O	7	-10	-9	0.7	-2	0.1	-3	8	3

Exported field by field: two of the compounds above
Compound: Cc1ccc(N2CC(C(=O)N3CCOCC3)CC2=O)cc1C (configuration not stated)
  PREPL inh: 12; JMJD2C inh: -23; LYPLA2 counter: -4; PP5 inh: -0.8; CTSL1 counter: 0; Efflux pump mplx: 0.0; TPT1 inh: 2; core dimer inh: -8; PP1 counter: -4

Compound: OC1CCN(C(=S)Nc2ccc(Oc3ccccc3)cc2)CC1
  PREPL inh: 20; JMJD2C inh: -2; LYPLA2 counter: 0; PP5 inh: 4.5; CTSL1 counter: -4; Efflux pump mplx: 0.1; TPT1 inh: 0; core dimer inh: 5; PP1 counter: -3

Continued.
structure	PREPL inh	JMJD2C inh	LYPLA2 counter	PP5 inh	CTSL1 counter	Efflux pump mplx	TPT1 inh	core dimer inh	PP1 counter
Cn1c(SCC(=O)N2CCc3ccccc3C2)nnc1-c1cccs1	-1	3	-9	0.9	-3	0.2	3	-7	0
CCN1C(=O)C(=Cc2cccc(OC)c2Oc2ccc([N+](=O)[O-])cc2[N+](=O)[O-])SC1=S	5	5	2	-3.5	0	-0.2	0	-26	-2
COc1cc2cc(C(c3nnnn3Cc3ccc(F)cc3)N3CCCCCC3)c(=O)[nH]c2cc1OC (configuration not stated)	20	-5	-7	0.2	5	-0.1	1	1	1
Cc1ccc(S(=O)(=O)n2cnc3cc([N+](=O)[O-])ccc32)c(C)c1	-2	2	8	2.4	-5	-0.1	-1	-7	1
Cc1ccc(NC(=S)NNC(=O)CSc2nnc(-c3ccc(Cl)cc3)n2C2CCCCC2)cc1	24	8	6	-0.5	11	0.0	-1	6	6
COc1cc([N+](=O)[O-])ccc1NC(=O)COC(=O)CCS(=O)(=O)c1ccc(C)cc1	22	0	-3	0.4	-51	0.1	1	-3	-7
Cc1c(NC(=O)C2CCCN2S(=O)(=O)c2cccc3nsnc23)cccc1C(=O)O (configuration not stated)	-2	1	12	0.9	-4	0.0	-2	-4	0
O=C(N/N=C/c1ccncc1)c1ccc2c(c1)OCO2	2	28	-2	0.9	1	-0.2	-8	-6	0
COc1ccc2nc(NC(=O)C3CCN(S(=O)(=O)c4cccc5nsnc45)CC3)sc2c1	8	x	-12	6.6	-4	-0.1	-2	3	5
OC1CCC(Nc2ncnc3sccc23)CC1 (configuration not stated)	0	18	-4	-0.2	-3	0.3	0	3	0
Cc1onc(C(=O)N2CCN(c3ccccc3F)CC2)c1-c1ccccc1Cl	18	1	-2	1.3	-5	-1.1	0	-6	2
CCN(c1ccccc1)S(=O)(=O)c1ccc(Cl)c(NC(=O)c2ccc(=O)[nH]n2)c1	-6	4	-20	0.8	x	-0.2	x	x	8
O=C(Oc1cccc([N+](=O)[O-])c1)C1CCN(C(=O)c2ccc(F)cc2)CC1	3	-11	6	-1.2	1	0.1	-3	-1	1
CC(Sc1ccccc1)C(=O)NN=C1CCCC1 (configuration not stated)	-14	-18	6	0.1	0	-0.1	1	0	-3
CC(c1ccccc1)N1CCn2c(nc3cc(NS(C)(=O)=O)ccc32)C1 (configuration not stated)	0	-1	0	-0.1	-2	-0.1	-2	10	-2
COc1cc(NC(=O)COC(=O)CO/N=C(\C)c2ccc3c(c2)OCO3)cc(OC)c1	1	5	2	3.0	x	-0.3	x	x	-1
COc1cc(C(=O)OCC(=O)Nc2cc(S(=O)(=O)N3CCOCC3)ccc2C)ccc1OCC(C)C	-9	-3	-8	-0.4	4	0.1	2	4	-2
CCCC(c1nnnn1Cc1ccccc1)N1CCN(c2ccccc2OC)CC1 (configuration not stated)	4	-1	-10	-1.7	-2	0.0	1	-2	-6
COc1cccc(CN(C)C(=O)Cc2c[nH]c3ccccc23)c1OC	-4	13	1	2.5	1	-0.2	3	1	1
CCOc1ccc(-n2ccc(=O)c(C(=O)Nc3ccc(S(=O)(=O)N4CCOCC4)cc3)n2)cc1	1	1	3	0.6	-2	0.0	0	1	2
CCN(CCO)C1CC(=O)N(c2ccccc2C)C1=O (configuration not stated)	9	-5	6	-0.5	0	-0.1	-2	-1	-3
CC(=O)C1=C(O)C(=O)N(c2ccc(O)cc2)C1c1ccc(Cl)cc1 (configuration not stated)	6	1	-2	1.1	-1	0.0	1	4	5
Cc1ccc(Cl)cc1N1CCN(C(=O)c2ccc(NS(=O)(=O)c3c(C)noc3C)cc2)CC1	15	44	-12	5.4	2	0.7	3	40	4
COc1ccc(C(=O)Nc2c(O)ccc3ccccc23)cc1	17	-41	2	4.4	1	-0.2	0	-1	-2
COc1ccc(C2CC(c3ccccc3)=NN2C(=O)COC(=O)c2cnc(Cl)c(Cl)c2)cc1 (configuration not stated)	0	-10	-1	2.2	-3	0.0	-4	6	0
COc1ccc(NC(=O)CSc2nnc(-c3cc(C)[nH]n3)n2N)cc1	2	-7	-6	-0.1	-5	-0.2	1	3	0
COc1cccc(N(C(=O)c2snc(C(N)=O)c2N)C(C(=O)NCC2CCCO2)c2ccc(C)o2)c1 (configuration not stated)	0	1	-4	1.0	2	0.0	-2	5	1
Nc1c(Cl)cc(Cl)cc1C(=O)OCC(=O)N1CCOCC1	5	7	-9	1.0	-3	0.0	-1	16	0
O=C(CSc1nc2cc(Cl)ccc2o1)c1cccs1	12	-9	13	0.3	3	0.1	1	7	4
CCOC(=O)c1c(N)sc(C(N)=O)c1C	-5	0	-5	-0.4	-2	0.0	0	3	2
CCc1nc(SCC(=O)Nc2ccc(Br)cn2)n[nH]1	6	-16	8	-0.1	3	-0.1	-3	-5	0
CC(C)C[C@H](NC(=O)N1CCn2c1nc1ccccc12)C(=O)NC1CCCCC1	15	5	5	-1.3	2	-0.3	0	11	-3
COC(=O)c1ccc(Oc2nc(SC)nc(N(C)C)n2)cc1	10	9	-3	3.8	5	0.1	3	4	-3
O=C(Nc1nnc(S(=O)(=O)N2CCCCCC2)s1)c1ccccc1Br	-3	3	-1	-0.9	5	0.1	3	26	-3
Cc1ccc(-n2[nH]c(C)c(/C=N/NC(=O)c3cccc([N+](=O)[O-])c3)c2=O)cc1C	-2	23	0	0.5	-1	-0.6	-2	4	3
COc1cc(NC(=O)C2CCCN2C(=O)OCc2ccccc2)cc(OC)c1 (configuration not stated)	-9	-1	-8	-0.7	2	-0.1	1	-6	-5
O=C(CC(c1ccccc1)c1ccccc1)Nc1nn[nH]n1	1	38	2	-1.5	1	0.0	2	5	-1
O=C(O)C1CCN(Cc2ccccn2)CC1	5	14	4	0.4	1	-0.1	-4	-3	-2
CC(=O)N1CCCc2cc(S(=O)(=O)NCCC3=CCCCC3)ccc21	-3	17	-5	-1.9	3	0.0	-1	3	-2
CCc1nc(Nc2ccc(O)cc2)c2oc3ccccc3c2n1	6	-4	-3	0.2	5	0.0	1	-3	-2
O=C(N/N=C/c1ccccc1C(F)(F)F)c1ccc2nc[nH]c2c1	-8	3	-7	-1.5	-2	0.0	1	-4	-1
C#CC[N+](C)(C)CC#Cc1ccc(Cl)cc1	-1	13	4	2.7	0	0.1	0	-2	0
COc1cc(/C=N/NC(=O)CNC(=O)/C=C/c2ccco2)cc(OC)c1OC	14	-7	2	0.0	5	0.0	2	-10	2
COc1cc(SC)ccc1C(=O)NCCCOC(C)C	-5	1	0	1.0	2	0.0	-3	-2	-4
C/C(=N\NC(=O)C1COc2ccccc2O1)c1ccc(N2CCOCC2)cc1 (configuration not stated)	-9	2	0	0.7	1	-0.1	3	-5	-1
Cc1nc(Cl)sc1C(=O)Nc1ccc(C(C)(C)C)cc1	1	0	-10	1.0	2	-0.1	1	-16	-3
N#Cc1cc2c(nc1SCc1ccccc1)CCCC2=O	13	4	9	-0.5	5	-0.1	-3	5	3

Bioassay records as filed in PubChem.

This is a subset; the hit share may differ from the screen's.
